# High-throughput results as filed in PubChem.
# OPRM1-OPRD1 inv – inverse agonist of human OPRM1-OPRD1 heterodimerization | P35372+P41143 | cell-based MOR-DOR heterodimer luminescence, inverse agonism | inhibition, % at 9.3 µM | hit rate 0.21% among 340,000 | AID 504357; in the data active = inhibition above about 22%, passing the limit was not always enough;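 note: 0% = cells with DMSO and 100% = wells without cells with DMSO; values of inactives mirror those of a sister screen read the other way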
# PfHsp90 set2 – growth inhibition of yeast expressing Plasmodium Hsp90; S. cerevisiae expressing PfHsp90, BacTiter-Glo ATP, 48 h; yeast lacking PDR1 and PDR3 efflux regulators; AID 504621; hit rate 0.32% among 310,000; inhibition, % at 9.4 µM;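 active = every replicate shows inhibition above about 80%, whatever the replicate mean, limit read from the data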;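 note: 0% = DMSO neutral controls and 100% = 20 µM radicicol positive controls; yeast relying on Plasmodium falciparum Hsp90 in place of its own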
# PKA-R2B activ – activators of human PKA-R2B complex | hit rate 0.079% among 340,000 | activation, % at 11.4 µM | AID 504700 | PKA-R2B holoenzyme dissociation, Cy5-IP20 fluorescence polarization; R2B truncated from residue 108, S112A mutant; 0% DMSO only, 100% 113 µM cGMP;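 active = activation above a cutoff set at the mean over all compounds plus 3 SD, cut at about 18% in these data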;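 note: higher means more holoenzyme dissociation and a rise in polarization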
# Target sequence (P31323 whole entry, looked up, other chains not shown, the tested form may be a part): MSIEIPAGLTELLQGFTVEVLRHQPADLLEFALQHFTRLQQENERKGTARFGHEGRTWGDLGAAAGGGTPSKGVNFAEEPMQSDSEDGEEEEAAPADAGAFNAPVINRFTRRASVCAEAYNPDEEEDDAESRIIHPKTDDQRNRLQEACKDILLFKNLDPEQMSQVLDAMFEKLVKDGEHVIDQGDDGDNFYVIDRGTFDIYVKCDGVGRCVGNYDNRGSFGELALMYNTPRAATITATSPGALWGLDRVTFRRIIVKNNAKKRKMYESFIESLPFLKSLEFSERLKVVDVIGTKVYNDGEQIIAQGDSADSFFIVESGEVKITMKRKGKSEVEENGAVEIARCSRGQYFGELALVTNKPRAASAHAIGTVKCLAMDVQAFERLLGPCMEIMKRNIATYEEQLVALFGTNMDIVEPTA
# HTR5A inv ctr – HTR5A inverse agonism, opioid heterodimer counter-screen; HTR5A cell line, luminescence; hit rate 0.083% among 340,000; inhibition, % at 9.3 µM; P47898; in the data active = inhibition mostly above about 23%, no sharp cut-off; inactive = mostly below about 18%;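 note: 0% = cells with DMSO and 100% = no-cell wells with DMSO; some compounds called inactive have numbers as strong as hits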
# Target sequence (P47898 whole entry, looked up): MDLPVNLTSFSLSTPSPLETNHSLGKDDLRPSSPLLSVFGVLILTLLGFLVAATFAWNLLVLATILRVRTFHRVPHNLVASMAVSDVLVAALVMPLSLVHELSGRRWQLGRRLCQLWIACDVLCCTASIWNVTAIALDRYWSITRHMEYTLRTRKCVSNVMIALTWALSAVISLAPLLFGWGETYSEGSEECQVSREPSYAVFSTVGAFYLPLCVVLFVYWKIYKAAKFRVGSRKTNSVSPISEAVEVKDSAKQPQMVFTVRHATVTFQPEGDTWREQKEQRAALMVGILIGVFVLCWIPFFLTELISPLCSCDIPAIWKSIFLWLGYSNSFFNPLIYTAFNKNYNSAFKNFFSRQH
# PKA-R1A act – activates the PKA-R1A holoenzyme complex; PKA-R1A dissociation, Cy5-IP20 fluorescence polarization; scaled: DMSO 0%, 113 µM cGMP 100%; hit rate 0.083% among 340,000; activation, % at 11.4 µM; P00514+P68181;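 active = percent activation above the mean of all tested compounds plus 3 SD, cut at about 19% in these data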;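 note: higher means more PKAc released from R1A so a rise in polarization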
# phage Ecoli inh – E. coli growth loss with phage present; AID 651602; hit rate 0.26% among 360,000; growth absorbance; inhibition, % at 11.9 µM; in the data active = inhibition above about 11%
# Ecoli viability – reduces bacterial viability in AddAB counter-screen | E. coli V3065 growth, OD600 absorbance, 18 h | inhibition, % at 11.9 µM | AID 449728 | hit rate 0.27% among 330,000;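 active = inhibition above the campaign's mean inhibition across all tested compounds plus 3 SD, cut at about 9.9% in these data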;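 note: uninfected addAB+ strain grown without phage in ampicillin broth; 0% = DMSO wells and 100% = ciprofloxacin 0.95 µg/ml wells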
# Mot1-301 SUMO – SUMOylation pathway inhibition by Mot1-301 growth rescue; S. cerevisiae Mot1-301 growth rescue, ATP luminescence, 38.5C; percent above DMSO median, 100 means doubled; growth rescue, % at 18.8 µM; hit rate 1% among 320,000; AID 2716;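 active = every valid replicate shows activation above 250% relative to neutral control wells; inactive = the rest, any valid replicate at or below 250%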;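 note: OY570 slx delta 5 strain wells were the positive control but not used for scaling; some compounds called inactive have numbers as strong as hits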
# AddAB inh – less growth of phage-infected E. coli with AddAB; E. coli expressing H. pylori AddAB, absorbance growth; inhibition, % at 11.9 µM; hit rate 0.29% among 330,000; AID 435030; in the data active = inhibition above about 12%;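 note: 0% = vehicle wells of infected cells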
# Tat export inh – inhibitors of E. coli Tat protein transport | E. coli MC4100 TorA-mCherry Tat export, fluorescence | inhibition, % at 10 µM | hit rate 0.036% among 340,000 | AID 488895;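 active = mean replicate inhibition at least 50% and at least half of replicates individually reaching 50%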;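 note: exported cargo escapes ClpAP degradation while cytoplasmic cargo is degraded and loses fluorescence; 0% = median of neutral control wells and 100% = median of NaSCN control wells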
# OPRM1-OPRD1 ag – agonists of human mu-delta opioid receptor heterodimerization; P35372+P41143; cells, OPRM1-OPRD1 heterodimerization, luminescence; activation, % at 9.3 µM; hit rate 0.3% among 340,000; AID 504326; in the data active = activation above about 18%;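 note: 0% = vehicle-treated cells and 100% = reference agonist; values of inactives mirror those of a sister screen read the other way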
# Numbers without * were called inactive; / = not tested or not shown; & = joins results of further samples.
No.	molecule	Mot1-301 SUMO	PKA-R2B activ	Tat export inh	PKA-R1A act	OPRM1-OPRD1 inv	phage Ecoli inh
1	CCOC(=O)c1c(C)n(C)c2cc([N+](=O)[O-])c(O)c([N+](=O)[O-])c12	-5	-15	1	0	10	1.9
2	COc1ccc(C(=O)Nc2ccc(S(=O)(=O)Nc3cnc4ccccc4n3)cc2)cc1	3	-2	7	4	2	4.9
3	Cc1cc(NS(=O)(=O)c2ccc(NC(=O)C(F)(F)F)cc2)nc(C)n1	0	-9	-1	-11	-45	0.4
4	COc1ccc(-c2nnc(SCC(=O)N(C)C3CCS(=O)(=O)C3)n2C(C)C)cc1 (stereo unspecified)	-14	2	-4	12	13	4.4
5	COc1ccc([N+](=O)[O-])cc1N(CC(=O)NCC1CCCO1)S(C)(=O)=O (stereo unspecified)	0	-13	-6	-10	12	1.0
6	COc1cc(CNc2ccc3[nH]c(=O)[nH]c3c2)ccc1OCc1ccccc1	33	0	2	-9	5	1.9
7	O=C(NCC1CCN(Cc2ccccc2F)CC1)Nc1cc(F)ccc1F	-16	-11	2	-3	-6	-0.1
8	Cc1cc(C(=O)OC(C)C(=O)Nc2nc(-c3ccccc3)cs2)c(C)o1 (stereo unspecified)	-16	-6	5	-9	-22	1.0

No.	OPRM1-OPRD1 ag	AddAB inh	Ecoli viability	HTR5A inv ctr	PfHsp90 set2
1	-1.9	-0.2	-4.0	-14	-7
2	-0.3	-1.3	0.1	-2	4
3	9.0	3.3	2.5	20	-3
4	-2.5	-0.7	-1.1	-11	/
5	-2.2	-0.2	0.4	33	5
6	-1.1	3.0	-1.7	-8	8
7	1.4	2.0	-0.3	-3	-12
8	3.7	1.3	-1.2	-36	13

# Some of these compounds in order of their number in Mot1-301 SUMO, low to high.
No.	canonical_smiles	Mot1-301 SUMO
7	O=C(NCC1CCN(Cc2ccccc2F)CC1)Nc1cc(F)ccc1F	-16
4	COc1ccc(-c2nnc(SCC(=O)N(C)C3CCS(=O)(=O)C3)n2C(C)C)cc1 (stereo unspecified)	-14
3	Cc1cc(NS(=O)(=O)c2ccc(NC(=O)C(F)(F)F)cc2)nc(C)n1	0
2	COc1ccc(C(=O)Nc2ccc(S(=O)(=O)Nc3cnc4ccccc4n3)cc2)cc1	3

# Remaining list, next part.
No.	molecule	Mot1-301 SUMO	PKA-R2B activ	Tat export inh	PKA-R1A act	OPRM1-OPRD1 inv	phage Ecoli inh
9	CC(=O)/C(N=Nc1cc2c(cc1[N+](=O)[O-])OCCO2)=C(\C)O	4	-8	0	-15	6	2.0
10	CC(C)CCNC(=O)c1ccc(C2SCC(=O)N2Cc2ccco2)cc1 (stereo unspecified)	1	-6	0	-5	-1	2.5
11	CC(OC(=O)Cc1ccc(Br)cc1)C(=O)NC1CCCCC1C (stereo unspecified)	-1	-1	8	-17	3	0.4
12	C#CCSC1=C(C#N)C(c2cccs2)C(C(=O)OCC)=C(C)N1 (stereo unspecified)	14	-3	1	-2	9	3.9
13	O=C(Nc1cnn(Cc2ccccc2)c1)c1nc2ncccn2n1	191	-7	2	3	13	0.6
14	CC1(C)CC(NCc2cccc([N+](=O)[O-])c2)CC(C)(C)N1	689	-2	-5	-2	14	1.0
15	COc1ccc(Br)cc1C(=O)N/N=C/c1ccc([N+](=O)[O-])cc1	525	-1	2	-5	-3	4.5
16	Cc1ccc2c(c1)c1c3n2CCN=C3CCC1	-10	-15	-1	12	12	0.9

No.	OPRM1-OPRD1 ag	AddAB inh	Ecoli viability	HTR5A inv ctr	PfHsp90 set2
9	-1.2	2.8	-0.5	-10	13
10	0.1	-1.0	-1.5	-2	5
11	-0.6	-0.2	2.1	7	27
12	-1.7	1.1	-0.3	-19	-14
13	-2.5	2.7	1.0	-6	-3
14	-2.6	3.4	-2.0	4	17
15	0.7	3.5	1.2	-1	-15
16	-2.1	-1.1	0.9	-19	11

# The results go on.
No.	molecule	Mot1-301 SUMO	PKA-R2B activ	Tat export inh	PKA-R1A act	OPRM1-OPRD1 inv	phage Ecoli inh
17	CCc1noc(C)c1C(=O)Nc1nc(-c2ccc(Cl)cc2Cl)cs1	3	4	1	-11	-17	2.1
18	Cn1c(SCC(=O)NC(c2ccccc2)c2ccccc2)nnc1-c1cccs1	-5	6	6	6	9	4.1
19	CCCOP(=O)(c1ccc(N(C)C)cc1)C(O)c1ccc(Cl)cc1Cl (stereo unspecified)	15	-4	17	-16	4	-0.6
20	CCOc1ccccc1NC(=O)C1CCCC1	/	-2	-11	-5	8	2.6
21	CCOC(=O)c1nnn(CC(=O)Nc2cccc(OC)c2)c1C(=O)OCC	221	4	-1	1	9	0.6
22	CCOc1ccc(OCCC(=O)OCC(=O)NNC(=O)c2ccccc2)cc1	56	-12	-5	-4	13	2.8
23	Cc1ccc(C(=O)C[n+]2cc(-c3ccccc3)n3c2CCCCC3)cc1	0&-13	-1&6	5&6	12&2	-2&4	3.9&1.9
24	CN(C)c1ccc(C(CNC(=O)Cc2cccc3ccccc23)N(C)C)cc1 (stereo unspecified)	8	4	-3	8	-209	2.5

No.	OPRM1-OPRD1 ag	AddAB inh	Ecoli viability	HTR5A inv ctr	PfHsp90 set2
17	2.8	4.6	1.7	-29	0
18	-1.7	-2.5	-3.0	-14	39
19	-0.8	-1.3	-0.3	7	-29
20	-1.7	/	/	-19	4
21	-1.5	0.2	0.9	-18	6
22	-2.4	2.7	0.4	24	/
23	0.4&-0.8	3.8&0.3	-1.6&-2.1	11&-2	16
24	39*	-0.5	-2.5	-6	-1

# (list continues)
No.	molecule	Mot1-301 SUMO	PKA-R2B activ	Tat export inh	PKA-R1A act	OPRM1-OPRD1 inv	phage Ecoli inh
25	CN(c1ccccc1)S(=O)(=O)c1ccc(C(=O)Nc2nnc(C3=COCCO3)o2)cc1	-4	-17	-11	-11	-1	2.5
26	CN(C(=O)CSc1nnc(N)s1)C1CCCCC1	3	-1	-3	-4	7	-0.9
27	CCNc1nc(OCC)nc(N2CCC(Cc3ccccc3)CC2)n1	3	-8	-4	3	-5	2.9
28	Cc1ccc(-c2nc3c(c(=O)c4ccccc4n3C)c(=O)n2Cc2ccco2)cc1	-8	1	6	-4	-3	0.4
29	Oc1ccccc1/C=N/n1c2ccccc2c2ccccc21	8	-8	2	-14	-14	3.0
30	COc1ccc2[nH]c(C(=O)NCCN3CCOCC3)cc2c1	-8	4	3	-3	15	-1.3
31	COC(=O)C1CCN(C(=O)CSc2nc3nc(C)cc(C)n3n2)CC1	/	3	-12	2	9	-0.1
32	CS(=O)(=O)NCCSCc1ccccc1	3	-11	-3	-6	13	-2.5

No.	OPRM1-OPRD1 ag	AddAB inh	Ecoli viability	HTR5A inv ctr	PfHsp90 set2
25	0.1	-4.4	-3.4	12	-10
26	-1.4	-0.3	0.3	-4	-2
27	0.7	-1.4	-1.8	1	-12
28	0.5	2.8	-0.7	-18	6
29	2.4	2.1	-1.8	-10	-3
30	-2.9	-0.2	0.3	10	1
31	-1.4	/	/	4	-16
32	-2.7	3.8	-1.1	23	-23

# Just PKA-R2B activ and phage Ecoli inh (7 entries from above):
entry	canonical_smiles	PKA-R2B activ	phage Ecoli inh
25	CN(c1ccccc1)S(=O)(=O)c1ccc(C(=O)Nc2nnc(C3=COCCO3)o2)cc1	-17	2.5
26	CN(C(=O)CSc1nnc(N)s1)C1CCCCC1	-1	-0.9
27	CCNc1nc(OCC)nc(N2CCC(Cc3ccccc3)CC2)n1	-8	2.9
28	Cc1ccc(-c2nc3c(c(=O)c4ccccc4n3C)c(=O)n2Cc2ccco2)cc1	1	0.4
29	Oc1ccccc1/C=N/n1c2ccccc2c2ccccc21	-8	3.0
30	COc1ccc2[nH]c(C(=O)NCCN3CCOCC3)cc2c1	4	-1.3
31	COC(=O)C1CCN(C(=O)CSc2nc3nc(C)cc(C)n3n2)CC1	3	-0.1

# The list continues.
No.	molecule	Mot1-301 SUMO	PKA-R2B activ	Tat export inh	PKA-R1A act	OPRM1-OPRD1 inv	phage Ecoli inh
33	Cc1c(-n2cc(C(=O)c3cc(F)ccc3O)cc(C#N)c2=O)c(=O)n(-c2ccccc2)n1C	1	6	-4	-2	10	4.2
34	CC1(C)N=C(N)N=C(N)N1CCCCc1ccccc1	/	-3	7	1	15	1.8
35	CCOC(=O)CNC(=O)c1ccc(C#CC2(O)CCCCC2)cc1	17	-4	-1	-1	0	2.6
36	CC(=O)Nc1ccc(N2C(=O)CC(c3ccccc3)CC2=O)cc1	-11	-4	-4	-3	13	2.5
37	Brc1ccc2ncnc(NCc3cccnc3)c2c1	-5	1	11	3	6	1.2
38	CCOc1ccc(OCC(O)CN2CCc3ccccc3C2)cc1 (stereo unspecified)	-15	0	1	-5	12	1.8
39	CC(=O)c1sc(NC(=O)CN2C(=O)C3CCCCC3C2=O)nc1-c1ccccc1 (stereo unspecified)	-8	3	7	9	6	0.5
40	CSC1=NCCN1C(=O)c1ccc(S(=O)(=O)N(C)C)cc1	-9	-7	2	-6	8	0.8

No.	OPRM1-OPRD1 ag	AddAB inh	Ecoli viability	HTR5A inv ctr	PfHsp90 set2
33	-1.9	-1.6	-1.4	-5	-30
34	-2.9	/	/	-5	8
35	-0.1	5.0	0.6	1	-9
36	-2.2	2.2	-3.9	-2	/
37	-1.1	0.3	-2.3	-10	2
38	-2.4	0.6	2.4	-12	-20
39	-1.5	0.2	0.0	11	-6
40	-1.5	2.8	1.1	-8	10

# Further records follow:
No.	molecule	Mot1-301 SUMO	PKA-R2B activ	Tat export inh	PKA-R1A act	OPRM1-OPRD1 inv	phage Ecoli inh
41	O=C(CSc1ncnc2nc[nH]c12)c1ccc([N+](=O)[O-])cc1	-39	6	-5	2	-34	3.1
42	CSc1ccc(/C=N/NC(=O)CN2CCN(Cc3ccc(C)cc3)CC2)cc1	19	-11	-5	-14	4	3.4
43	Cc1nn(-c2ccccc2)c(N2CCCC2)c1/C=N/NC(=S)Nc1cc(C(F)(F)F)ccc1Cl	218	-12	-4	-12	19	3.1
44	CC[C@H](CO)Nc1nc(Nc2cccc(Cl)c2)c2ncn(C(C)C)c2n1	-13	7	-1	2	4	0.1
45	Cc1cc(NC(=O)COc2ccccc2C)ccc1NC(=O)c1cccs1	-5	-6	3	2	10	4.4
46	CC(=O)c1cccc(CN2CCCC(N3CCN(c4ccccc4F)CC3)C2)c1 (stereo unspecified)	796*	3	-6	-1	-4	0.7
47	CCOC(=O)c1c(-c2ccccc2)c[nH]c1C	/	5	2	4	14	1.5
48	CCCCCCc1nc2ccccc2c(=O)n1NC(=O)c1c(O)c2c(n(CC(C)C)c1=O)CCCC2	4	-14	-4	-11	4	0.8

No.	OPRM1-OPRD1 ag	AddAB inh	Ecoli viability	HTR5A inv ctr	PfHsp90 set2
41	6.8	3.4	3.6	-20	-24
42	-0.7	-1.2	-2.4	-6	-14
43	-3.6	2.4	-0.5	-12	-34
44	-0.7	1.3	-2.9	-37	3
45	-1.6	3.5	0.6	9	21
46	0.8	0.4	-3.4	19	-3
47	-2.6	/	/	-9	-3
48	-0.7	-3.8	-1.6	-10	-24
